# rTrxR1 inhibitor = qHTS Assay for Inhibitors of Mammalian Selenoprotein Thioredoxin Reductase 1 (TrxR1): qHTS; actives 1% (n = 390,000); Thioredoxin reductase 1, cytoplasmic (Rattus norvegicus), O89049; Potency, µM (doses to about 114 µM), for inactives: at the top dose activity change, negative = inhibition, most hits filed as inhibitors; recombinant rTrxR1, NADPH fluorescence consumption, selenite substrate; also: potency is read from the fitted curve at half-maximal effect; % is scaled to controls: 0 for no effect and ±100 for the full control effect; nearly all actives have a fitted effect of over 65% in size
#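 Rat TrxR1 (90 nM in the dispensed reagent) was pre-reduced with 400 uM NADPH for 5 min at room temperature, then incubated with compound for 15 min. After 400 uM selenite was added, NADPH fluorescence (Ex 340/Em 450 nm) was followed for 8 min.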
# TRHR agonist = qHTS for Small Molecule Agonists and Allosteric Enhancers of Human TRH Receptor: Primary Screen for Agonists. TRHR cells, calcium flux fluo-8, FDSS agonist mode. activation, % at 2 µM. actives 0.18% (n = 360,000); in the data active = activation above about 30%; also: 0% is about no effect
#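 In this calcium-flux screen, cells bearing human TRHR are dye-loaded with fluo-8, baselined for 10 cycles, then exposed to library compounds; positive kinetic calcium responses during the agonist phase mark hits, with TRH as control.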
# USP1-UAF1 inh = Inhibitors of USP1/UAF1: Primary Screen; Ubiquitin carboxyl-terminal hydrolase 1 (Homo sapiens), O94782; recombinant USP1/UAF1, Ub-Rhodamine cleavage fluorescence; Potency, µM (series often up to 57.1 µM), inactives show top-dose activity change, negative = inhibition, usual class: inhibitors; actives 0.23% (n = 390,000); also: potency is read from the fitted curve at half-maximal effect; % is scaled to controls: 0 for no effect and ±100 for the full control effect; nearly all actives have a fitted effect of over 60% in size; inactives centre near -12
# Target sequence (O94782 whole entry, looked up): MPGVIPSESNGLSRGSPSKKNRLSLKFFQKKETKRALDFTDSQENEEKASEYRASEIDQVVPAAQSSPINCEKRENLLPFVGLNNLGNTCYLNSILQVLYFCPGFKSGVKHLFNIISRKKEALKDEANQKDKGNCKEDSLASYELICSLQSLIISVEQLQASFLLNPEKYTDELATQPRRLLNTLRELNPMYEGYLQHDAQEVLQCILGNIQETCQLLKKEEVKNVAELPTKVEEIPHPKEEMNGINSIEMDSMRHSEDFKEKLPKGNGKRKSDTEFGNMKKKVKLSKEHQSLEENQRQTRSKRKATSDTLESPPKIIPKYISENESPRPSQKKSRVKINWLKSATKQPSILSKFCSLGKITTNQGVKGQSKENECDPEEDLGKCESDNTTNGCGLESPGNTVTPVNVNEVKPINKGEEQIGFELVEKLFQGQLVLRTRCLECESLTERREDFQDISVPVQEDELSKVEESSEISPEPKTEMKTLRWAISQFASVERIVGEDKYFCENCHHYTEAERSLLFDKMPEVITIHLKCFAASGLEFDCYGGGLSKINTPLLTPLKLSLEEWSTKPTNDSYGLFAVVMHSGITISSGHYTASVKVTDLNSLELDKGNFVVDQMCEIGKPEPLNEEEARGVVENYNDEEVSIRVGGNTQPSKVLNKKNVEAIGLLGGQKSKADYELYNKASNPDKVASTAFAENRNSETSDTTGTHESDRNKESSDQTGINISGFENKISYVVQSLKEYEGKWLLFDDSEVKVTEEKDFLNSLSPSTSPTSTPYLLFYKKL
#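 1 nM enzyme complex + cpd, 15 min RT; start with Ub-Rho 150nM final; kinetic fluorescence ex 480/em 540, 6 reads q60 s. Buffer 50mM HEPES pH 7.8, 0.5mM EDTA, 0.1 mg/ml BSA, 1mM TCEP, 0.01% Tween-20.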
# TrxR1 substrate = qHTS Assay for Substrates of Mammalian Selenoprotein Thioredoxin Reductase 1 (TrxR1): qHTS; purified TrxR1 substrate turnover, NADPH consumption readout; Potency, µM (doses to about 114 µM), without a hit: at the top dose activity change, negative = substrate turnover; actives 0.01% (n = 390,000); AID 588456, 2011; also: potency is read from the fitted curve at half-maximal effect; % is scaled to controls: 0 for no effect and ±100 for the full control effect; nearly all actives have a fitted effect of over 50% in size
#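 Rat TrxR1, dispensed at 90 nM, was prereduced with 400 uM NADPH (final) for 5 min at ~22 deg C, then incubated with compound 15 min before 400 uM selenite. A first-read NADPH fluorescence drop versus no-compound background flagged substrates.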
# D2 ag = HTS Assay for Allosteric Agonists of the Human D2 Dopamine Receptor: Primary Screen for Agonists; actives 0.53% (n = 340,000); activation, % at 2 µM; HEK293 T-REx D2 cells, calcium flux agonist mode; D(2) dopamine receptor (Homo sapiens), P14416;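 active = activation over 3 SD above normal in the single-dose calcium agonist read, cut at about 30% in these data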; also: 0% is about no effect
#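 Agonism scored from kinetic calcium signal (1 read/sec, 180 s) following compound pin transfer, after a 10 s baseline. Cells: HEK293 Trex line expressing inducible D2 receptor coupled to calcium, dye-loaded after overnight culture at 30 C.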
# IDH1 R132H inh = qHTS for Inhibitors of mutant isocitrate dehydrogenase 1 (IDH1): qHTS; Isocitrate dehydrogenase [NADP] cytoplasmic (Homo sapiens), O75874; IDH1-R132H enzyme, NADPH consumption, diaphorase/resazurin fluorescence; Potency, µM (top dose mostly 76.6 µM), inactives show top-dose activity change, negative = inhibition, usual class: inhibitors; actives 0.093% (n = 390,000); also: potency is read from the fitted curve at half-maximal effect; % is scaled to controls: 0 for no effect and ±100 for the full control effect; nearly all actives have a fitted effect of over 65% in size
#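 IDH1-R132H (0.5 ug/mL) preincubated 30 min with compound, then NADPH (0.016 mM) and alpha-KG (2 mM) added; 80 min at RT, pH 7.5. Remaining NADPH coupled via diaphorase/resazurin to fluorescence (540/590 nm); concentration-response curves normalized to no-enzyme control.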
# D2 antagonist = HTS Assay for Allosteric Antagonists of the Human D2 Dopamine Receptor: Primary Screen for Antagonists; HEK293 TREx D2 cells, calcium flux, dopamine EC80; inhibition, % at 10 µM; actives 2% (n = 340,000); AID 485344, 2010; in the data active = inhibition above about 30%; also: 0% is about no effect
#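 Antagonism is scored as inhibition of an EC80 dopamine-evoked calcium signal in a force-coupled, tetracycline-inducible HEK293 T-REx D2 line, with compound present 180 s before agonist.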
# TRHR PAM = qHTS for Small Molecule Agonists and Allosteric Enhancers of Human TRH Receptor: Primary Screen for Enhancers | TRHR cells, fluo-8 calcium fluorescence, EC20 TRH enhancement | enhancement, % at 2 µM | actives 0.66% (n = 360,000) | AID 493056, 2011; in the data active = enhancement above about 30%; also: 0% is about no effect
#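 Enhancer read-out: after compound pinning and an initial kinetic agonist-mode read, an EC20 of TRH (10 nM final) was injected and fluo-8 calcium signal (Ex 480/Em 530) followed at 1 s/cycle for 100 cycles in TRHR-expressing cells.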
# Pin1 inhibitor = qHTS Assay to Find Inhibitors of Pin1; Peptidyl-prolyl cis-trans isomerase NIMA-interacting 1 (Homo sapiens), Q13526; Pin1 FP peptide displacement, HiFluor488, 10 min; Potency, µM (top dose mostly 115 µM), without a hit: at the highest dose activity, negative = inhibition, actives largely listed as inhibitors; actives 0.009% (n = 390,000); AID 504891, 2011; active = well fitted inhibition curve with a large enough effect in the polarisation, with a control signal flat, not every such curve was filed as active; inconclusive = small, poorly fitted or top-dose-only effect, or effect the other way, or a change in a side signal; inactive = no such curve, though single readings can be large or run the other way; the % refers to the polarisation; also: potency is read from the fitted curve at half-maximal effect; % is scaled to controls: 0 for no effect and ±100 for the full control effect
# Target sequence (Q13526 whole entry, looked up): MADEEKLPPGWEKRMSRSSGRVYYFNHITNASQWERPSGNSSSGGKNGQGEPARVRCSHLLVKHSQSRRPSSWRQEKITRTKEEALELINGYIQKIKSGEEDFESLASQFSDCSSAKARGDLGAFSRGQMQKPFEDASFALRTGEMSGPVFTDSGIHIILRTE
# Active calls of the source: *; u = inconclusive; x = no result given; & = joins results of further samples; [ ] = remark or other dose. Unless noted, calls follow the shape of the dose curve; as a rule, active = well fitted inhibition curve with a large enough effect; inconclusive = small, poorly fitted or top-dose-only effect; inactive = no such curve, though single readings can be large or run the other way. A portion of the library, so the mix of outcomes need not match the whole.
# Below each compound: rTrxR1 inhibitor, TRHR agonist, USP1-UAF1 inh, TrxR1 substrate, D2 ag, IDH1 R132H inh, D2 antagonist, TRHR PAM, Pin1 inhibitor
> NC(=O)[C@H]1CC2(CC(c3cccc(NC(=O)[C@H]4CCC(=O)N4)c3)=NO2)CN1C(=O)c1ccccc1 (stereo not given in full)
 : 1%, -0.2, -22%, -4%, -0.4, -13%, 2, -4, -17%
> O=C1CN(C(=O)NCC(=O)N[C@H](Cc2ccccc2)C(=O)O)c2ccccc2N1
 : 11%, 0.0, -6%, 6%, -0.2, 11%, 22, 1, -20%
> CC(C)C(NC(=O)/C(=C/c1ccco1)NC(=O)c1ccc(Br)o1)C(=O)O (stereo not given)
 : -29%, 1.2, -13%, -6%, 0.9, -3%, -10, -6, u
> O=C(NCc1ccco1)c1cccc(NS(=O)(=O)c2cccc(F)c2)c1
 : -5%, 0.1, -1%, 0%, 0.7, 1%, -8, 8, 0%
> CCC(=O)Nc1ccc(NC(=S)NC(=O)c2oc3ccccc3c2C)cc1
 : 3%, -0.4, -22%, -6%, -3.7, 3%, -8, -3, -4%
> O=C(NCCN1CCOCC1)c1ccccc1Oc1ccccc1
 : 17%[57.1 µM], -0.9, -10%, 7%[57.1 µM], 0.1, 1%, 13, -5, -5%
> Fc1ccc(-c2nn(-c3ccccc3)cc2CNCc2ccccc2)cc1
 : 13%[57.1 µM], 0.8, -27%, -10%[57.1 µM], 0.8, 10%, -2, 1, 6%
> CC(=O)Nc1cccc(NC(=O)CSc2nnnn2C(C)C)c1
 : 17%, 0.8, -9%, 4%, -0.5, 2%, 13, -2, -5%
> COCC(=O)N1CCC(Oc2ccc(C(=O)NC3CCOC(C)(C)C3)cc2)CC1 (stereo not given)
 : -10%, 0.9, -1%, -13%, 0.8, 4%, 4, 22, -9%
> CCCNC(=O)C(CC)NC(=O)c1ccc(C#N)cc1 (stereo not given)
 : 21%[57.1 µM], 0.0, 16%, 11%[57.1 µM], 0.9, -8%, -4, 2, -1%
> N#C/C(=C\c1ccc(O)cc1)C(=O)NCc1ccccc1
 : -34%, 0.1, -14%, -13%, -0.5, 0%, 2, -8, -4%
> CCOc1ccc(N(Cc2ccc(OC)cc2)C(=O)c2ccco2)cc1
 : 7%[57.1 µM], -1.3, -12%, -25%[57.1 µM], -3.6, 1%, -7, -9, -5%
> CC1CN(c2ccnc3cc(Cl)ccc23)CC(C)O1 (stereo not given)
 : -10%, -0.5, u, -4%, 0.3, 6%, -13, 8, -4%
> CCOc1ccc(N2CC(C(=O)NNC(=O)c3ccc(Br)cc3)CC2=O)cc1 (stereo not given)
 : 9%, -0.6, 4%, -3%, -1.8, 0%, -5, -8, 2%
> Cc1noc(NS(=O)(=O)c2ccc(NC(=O)c3cccc(S(=O)(=O)N(C)c4ccccc4)c3)cc2)c1C
 : 3%, x, -17%, 3%, x, -1%, x, x, -5%
> COc1ccc(C2SCCN2S(=O)(=O)c2ccc(NC(C)=O)cc2)cc1OC (stereo not given)
 : 6%[57.1 µM], 0.6, -10%, 9%[0.0914 µM], 0.4, -11%, 1, 0, -6%
> O=C(OCC(=O)N1CCN(C(=O)c2ccco2)CC1)c1cc(-c2ccc(F)cc2)nc2ccccc12
 : 26%, -0.1, -8%, 35%[activator], -0.2, 7%, 0, -1, 14%
> COc1cc(/C=C/C(=O)N2C(=O)c3cccc(N)c3C2=O)cc(OC)c1OC
 : -5%, 0.2, -7%, 6%, 2.1, 6%, 0, -4, 8%
> CCOc1c(Cl)cc(CNc2ccc(S(N)(=O)=O)cc2)cc1OC
 : -14%, -1.0, 3%, -15%, -2.8, 6%, -2, -3, -2%
> O=C(NC1CCCC1)C(c1ccsc1)N(CCc1ccccc1)C(=O)Cc1cccs1 (stereo not given)
 : 35%, 0.5, -13%, 2%, 0.6, -5%, -2, -9, 0%
> NC12CC3CC(C1)CC(CC(=O)O)(C3)C2
 : 30%, -0.4, -20%, 16%, 2.2, -6%, 25, 2, 1%
> COc1ccc2[nH]c(O)c(NC(C)=O)c2c1
 : -5%, 0.6, -1%, -6%, -1.0, 3%, -11, 4, -10%
> O=C(COC(=O)CNC(=O)C1CCCCC1)Nc1ccccc1Cl
 : 0%, -1.7&-0.6, x, -2%, 0.1, x, -3, 18&-3, -4%&-5%
> O=C(Nc1cccc(Cl)c1N1CCOCC1)c1ccc(Br)o1
 : 0%, 0.2, -17%, -5%, 0.9, -9%, 6, -3, -1%
> C=CCN(C(=O)Cn1c(C(=O)OC)cc2oc(C)cc21)c1ccccc1
 : 12%, 1.7, -30%, 5%, 2.8, 7%, -15, -4, -4%
> COc1ccc(NS(=O)(=O)c2ccc(N3C(=O)CCC3=O)cc2)cc1
 : 23%, 0.3, -7%, 8%, 0.4, 9%, -5, 12, -7%
> CCN(c1ccc(OC)cc1)S(=O)(=O)c1ccc2c(c1)CCN2C(=O)CCC(=O)O
 : 3%, 0.5, -8%, 4%, 0.3, -6%, -2, -4, 1%
> CC(C)C[C@H]1CN=C(Nc2ccccc2)N1CC1CCC(C(C)(C)C)CC1 (stereo not given in full)
 : -3%, 0.0, -18%, -1%, 0.1, -1%[38.3 µM], 3, 21, -2%
> O=C(NCCc1ccccc1)C(c1cccs1)N(C(=O)CCl)c1ccc(Cl)cc1 (stereo not given)
 : 3.2µM*, 0.2, -24%, 2%, 4.6, -6%, -2, -4, -1%
> COc1cc(O)c(C(CCN2CCCCC2)c2ccc3c(c2)OCO3)c(OC)c1 (stereo not given)
 : -3%&25%, 0.1, -23%, -2%&14%, 0.5, 13%, 20, -2, -6%&19%

# Three of the entries above in order of the TrxR1 substrate value, ascending:
mol | rTrxR1 inhibitor | TRHR agonist | USP1-UAF1 inh | TrxR1 substrate | D2 antagonist | TRHR PAM | Pin1 inhibitor
CC(=O)Nc1cccc(NC(=O)CSc2nnnn2C(C)C)c1 | 17% | 0.8 | -9% | 4% | 13 | -2 | -5%
COc1ccc(NS(=O)(=O)c2ccc(N3C(=O)CCC3=O)cc2)cc1 | 23% | 0.3 | -7% | 8% | -5 | 12 | -7%
NC12CC3CC(C1)CC(CC(=O)O)(C3)C2 | 30% | -0.4 | -20% | 16% | 25 | 2 | 1%

# (continued)
# Below each compound: rTrxR1 inhibitor, TRHR agonist, USP1-UAF1 inh, TrxR1 substrate, D2 ag, IDH1 R132H inh, D2 antagonist, TRHR PAM, Pin1 inhibitor
> Cc1cc(C)n2c(SCC(=O)Nc3cc(S(=O)(=O)N(C)C)ccc3C)nnc2n1
 : 14%[57.1 µM], x, -12%, -7%, x, 2%, x, x, -7%
> CC(C)(C)C(=O)Nc1ccc(N2CCCC2)cc1
 : -17%[57.1 µM], -0.3, -17%, 9%[57.1 µM], 0.4, 0%, -11, -7, 3%
> Nc1nc2c(nnn2Cc2ccc(Cl)c(Cl)c2)c(=O)[nH]1
 : 10%, x, -7%, 5%, x, 2%, x, x, 8%
> Cc1ccc(/C=N/NC(=O)c2nnn(-c3nonc3N)c2C(C)C)s1
 : 5%, -0.2, -22%, -4%, 2.3, -2%, 1, 10, 14%
> O=C(O)c1ccccc1C(=O)OCc1ccccc1
 : 20%[57.1 µM], -0.3, -16%, 8%, -0.6, 11%, 7, -7, -1%
> CCCCOC(=O)Nc1nnc(SCCOc2ccc(C)cc2)s1
 : 12%, 0.8, -4%, -2%, 0.8, 0%, -3, 0, -1%
> O=C(CN1C(=O)c2ccccc2S1(=O)=O)Nc1ccc([N+](=O)[O-])cc1
 : -10%, x, -2%, -11%, x, 9%, x, x, -10%
> CC(C)NC(=O)CN1CCC(O)(c2ccccc2)CC1
 : 20%, 0.5, 9%, 8%, -1.2, 3%, 6, -8, -3%
> CSc1ccc(CNCCCSc2ncccn2)cc1
 : 14%, -0.1, 3%, 6%[57.1 µM], -0.8, -2%, 16, 2, 8%
> CCOc1ccccc1OCC(=O)Nc1ccc(S(=O)(=O)Nc2ncccn2)cc1
 : 3%, 0.2, 6%, 3%, 0.7, 7%, 12, -1, 4%
> CN(C)S(=O)(=O)c1cc(NC(=O)CNCCN2CCOCC2)ccc1Cl
 : 14%, 0.6, -16%, 7%, -0.2, 1%, -13, 2, -2%
> Cn1c(=O)[nH]c(=O)c2c1nc(Br)n2CC(O)COc1ccc(Cl)cc1 (stereo not given)
 : 8%, -0.1, -14%, 4%, -0.6, 11%, -10, 6, u
> CCn1cc(C(=O)NCCC(=O)NC(C)C)c(=O)c2cc3c(cc21)OCO3
 : 7%, 0.7, -9%, 1%, 1.2, 10%, -11, 0, -5%
> Cc1ccc(C(=O)c2ccc([N+](=O)[O-])cc2)c(C)c1
 : 1%[57.1 µM], -0.9, -16%, -9%, -2.4, 11%, -1, -3, -6%
> O=C(Cn1ncc2c([nH]c3ccccc32)c1=O)NCCc1ccccc1
 : 18%, 0.5, -8%, 0%, 0.0, -6%, -17, 1, 17%
> O=C1c2ccccc2-c2ncnc3c(N4CCOCC4)cc(N4CCOCC4)c1c23
 : 1%, -0.3, -34%, -3%, x, 12%, x, 7, -6%
> O=C(Nc1ccc(OC(F)(F)F)cc1)c1ccc2nc[nH]c2c1
 : 12%, -1.2, -26%, -7%, 1.2, -3%, 62*, -2, -3%

# Assay outcomes: PubChem BioAssay, National Center for Advancing Translational Sciences (NCATS)
